AmpC inh detg: qHTS Inhibitors of AmpC Beta-Lactamase (assay with detergent); actives 0.041% (n = 370,000); AID 485294, 2010; P00811; Potency, µM (top dose mostly 114 µM), for the others: at the highest dose activity change, negative = inhibition, usual class: inhibitors; AmpC hydrolysis of nitrocefin, absorbance 480 nm, 0.01% Triton;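 also: potency is read from the fitted curve at half-maximal effect; 0% = no-compound wells and -100% = no-enzyme wells; nearly all actives have a fitted effect of over 25% in size; some results filed as inactive show a strong effect at the top dose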
Target sequence (P00811 whole entry, looked up): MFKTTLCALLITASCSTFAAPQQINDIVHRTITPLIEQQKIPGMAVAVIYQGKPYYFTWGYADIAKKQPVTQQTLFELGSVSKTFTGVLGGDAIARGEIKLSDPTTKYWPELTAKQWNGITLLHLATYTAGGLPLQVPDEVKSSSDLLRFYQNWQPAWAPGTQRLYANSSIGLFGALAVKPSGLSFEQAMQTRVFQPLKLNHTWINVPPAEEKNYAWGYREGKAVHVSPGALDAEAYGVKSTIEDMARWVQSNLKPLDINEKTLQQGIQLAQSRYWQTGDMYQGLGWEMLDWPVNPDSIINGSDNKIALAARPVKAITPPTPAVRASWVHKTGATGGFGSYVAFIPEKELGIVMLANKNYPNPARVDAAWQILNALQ
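20 mM phosphate pH 7.0 + 0.01% (detergent screen) or 0.0001% Triton X-100; 5.3 nM AmpC reagent; cpd preinc 15 min RT; nitrocefin (800 uM stock) to start; A480 q20 s × 4 min; Activity was normalised to no-enzyme and no-compound control wells.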
AMA1 RON2 block: qHTS for Inhibitors of AMA1-RON; Towards Development of Antimalarial Drug Lead: Primary Screen. AlphaScreen AMA1-biotinylated RON2 peptide binding. Potency, µM (top dose mostly 58.2 µM), inactives show at the top dose activity change, negative = inhibition, most hits filed as inhibitors. actives 0.2% (n = 360,000);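 also: potency is read from the fitted curve at half-maximal effect; 0% = vehicle wells and -100% = peptide control; nearly all actives have a fitted effect of over 45% in size; some results filed as inactive show a strong effect at the top dose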
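AMA1 (3D7) with his tag at 25 nM final met compounds first, then biotinylated RON2 peptide at 25 nM; detection used donor plus acceptor beads, 10 µg/mL apiece, read by AlphaScreen after 30 min at room temperature.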
AmpC no deterg: qHTS Inhibitors of AmpC Beta-Lactamase (assay without detergent) | actives 0.52% (n = 330,000) | AmpC nitrocefin hydrolysis, absorbance 480 nm, 0.0001% Triton | Potency, µM (titrated, usually from 57.1 µM), inactives show top-dose activity change, negative = inhibition, usual class: inhibitors | P00811;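 also: potency is read from the fitted curve at half-maximal effect; plate controls were no compound for no effect and no enzyme for full effect; nearly all actives have a fitted effect of over 20% in size; some results filed as inactive show a strong effect at the top dose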
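20 mM phosphate pH 7.0 + 0.01% (detergent screen) or 0.0001% Triton X-100; 5.3 nM AmpC reagent; cpd preinc 15 min RT; nitrocefin (800 uM stock) to start; A480 q20 s × 4 min; Activity was normalised to no-enzyme and no-compound control wells.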
HCMV antiviral: qHTS Assay for inhibitors of the human cytomegalovirus (HCMV) | HFF cells, HCMV-luciferase reporter, 72 h; active compounds read low | activity change, negative = inhibition, % at 57.5 µM | actives 4.5% (n = 410,000); in the data active = activity change below about -60%; inconclusive = no clear call, values can overlap the other calls; inactive = above about -39%
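Steps: HFFs plated, 16 h 37C; compounds added; HCMV-luciferase added to MOI 1 PFU/cell; 72 h 37C; OneGlo reagent, 5 min room temperature; luminescence read, normalized to controls.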
LmPK inh: qHTS Assay for Inhibitors of Leishmania Mexicana Pyruvate Kinase (LmPK). purified LmPK, Kinase-Glo ATP luminescence, 1 h. actives 0.37% (n = 290,000). Potency, µM (titrated, usually from 57.5 µM), for inactives: at the highest dose activity change, negative = inhibition, most hits filed as inhibitors. AID 1721, 2009; also: potency is read from the fitted curve at half-maximal effect
Target sequence (Q27686 whole entry, looked up): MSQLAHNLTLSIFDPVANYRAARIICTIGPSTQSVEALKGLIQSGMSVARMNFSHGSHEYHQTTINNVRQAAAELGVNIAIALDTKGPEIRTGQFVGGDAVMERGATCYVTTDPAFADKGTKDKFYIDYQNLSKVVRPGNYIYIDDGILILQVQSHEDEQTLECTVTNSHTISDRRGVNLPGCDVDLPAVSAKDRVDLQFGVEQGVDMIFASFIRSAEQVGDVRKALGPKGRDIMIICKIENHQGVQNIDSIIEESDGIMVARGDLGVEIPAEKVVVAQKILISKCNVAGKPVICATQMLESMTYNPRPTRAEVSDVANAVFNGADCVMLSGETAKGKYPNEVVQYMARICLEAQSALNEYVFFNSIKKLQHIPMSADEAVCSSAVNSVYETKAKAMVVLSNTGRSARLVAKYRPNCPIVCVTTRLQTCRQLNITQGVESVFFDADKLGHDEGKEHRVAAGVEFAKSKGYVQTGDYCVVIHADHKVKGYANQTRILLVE
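Purified LmPK (0.1 nM) with 0.5 mM PEP and 0.1 mM ADP in imidazole buffer pH 7.2 with MgCl2/KCl, 1 h at room temperature. ATP formed was read by luciferase luminescence and normalized to no-enzyme and uninhibited controls.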
Sm TGR inh: qHTS Assay for the Inhibitors of Schistosoma Mansoni Peroxiredoxins | Schistosoma mansoni thioredoxin glutathione reductase (TGR), Q962Y6 | purified TGR, DTNB reduction, TNB absorbance 405 nm | Potency, µM (top dose mostly 114 µM), for inactives: top-dose activity change, negative = inhibition, hits mostly inhibitors | actives 3% (n = 360,000); also: potency is read from the fitted curve at half-maximal effect; nearly all actives have a fitted effect of over 60% in size
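First, TGR (20 nM dispensed) and NADPH were mixed with compound. Second, a 15 min room-temperature incubation followed. Third, further NADPH and then DTNB were added to start the reaction. Finally, TNB absorbance was monitored kinetically.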
TbPYK inhibitor: qHTS of Trypanosoma Brucei Inhibitors; TbPYK enzyme, Kinase-Glo Plus ATP luminescence, 45 min; Potency, µM (top dose mostly 76.8 µM), for inactives: at the highest dose activity, negative = inhibition, most hits filed as inhibitors; actives 0.12% (n = 410,000); also: potency is read from the fitted curve at half-maximal effect; nearly all actives have a fitted effect of over 50% in size
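Glycolytic pyruvate kinase of T. brucei was incubated with substrate, test compound and 130 uM ADP for 45 minutes at room temperature. Luminescent Kinase-Glo Plus signal was measured after 10 minutes.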
Active calls of the source: *; [ ] = another dose, or the depositor's remark. Unless noted, calls follow the shape of the dose curve; as a rule, active = well fitted curve in the direction sought with a large enough effect; inconclusive = small, poorly fitted or top-dose-only effect, or another doubt; inactive = no such curve, though single readings can be large; an effect the other way counts as inactive or inconclusive. Unless noted, % is scaled to controls: 0 for no effect and ±100 for the full control effect.

CCOP(=O)(OCC)C(NC(=O)c1cccc(C)c1)C(Cl)(Cl)Cl (centres undefined) was read as AmpC inh detg 2.3%, AMA1 RON2 block -6.1%, AmpC no deterg 1.9%, HCMV antiviral 21.7, LmPK inh -2.2%, Sm TGR inh 6.5% and TbPYK inhibitor 5.1%.
COc1ccc(NC(=O)COC(=O)c2ccc(-n3cnnn3)cc2)cc1Cl was read as AmpC inh detg -14.4%, AMA1 RON2 block -7.3%, AmpC no deterg -19.3%, HCMV antiviral -7.0, Sm TGR inh 1.3% and TbPYK inhibitor -0.8%.
Screening CCOC(=O)c1c(C)[nH]c(C)c1S(=O)(=O)N1CCCC(C(=O)NCc2ccccc2Cl)C1 (centres undefined) returned AmpC inh detg 3.2%, HCMV antiviral -15.8, Sm TGR inh -6.6% and TbPYK inhibitor 3.0%.
Screening Cc1ccc(CNC(=O)C(=O)NCC(c2ccc3c(c2)OCO3)N2CCOCC2)cc1 (centres undefined) returned AmpC inh detg -2.3%, HCMV antiviral -18.0, Sm TGR inh 6.7% and TbPYK inhibitor 0.2%.
COc1ccccc1CN1C(=O)CCC1(C)C(=O)NC1CCCCCC1 (centres undefined) was read as AmpC inh detg -3.1%, AMA1 RON2 block -12.2%, AmpC no deterg 19.3%, HCMV antiviral 0.2, LmPK inh 7.0%, Sm TGR inh 6.3% and TbPYK inhibitor 2.7%.
Screening O=C(NCC1CCCO1)c1ccc(CNS(=O)(=O)c2ccc(F)c(Cl)c2)cc1 (centres undefined) returned AmpC inh detg inconclusive, AMA1 RON2 block -4.4%, AmpC no deterg -18.2%, HCMV antiviral 39.6, LmPK inh 2.9%, Sm TGR inh 1.0% and TbPYK inhibitor 0.6%.
Screening C/C(=C\C(=O)C(F)(F)F)Nc1cc(C)cc(C)c1 returned AmpC inh detg -0.5%, AMA1 RON2 block -0.9%, AmpC no deterg -14.8%, HCMV antiviral -7.5, LmPK inh 0.2%, Sm TGR inh -6.8% and TbPYK inhibitor -5.5%.
Screening O=C(O)CCn1c2c(c3ccccc31)CCCC2 returned AmpC inh detg -1.3%, AMA1 RON2 block -13.6%, AmpC no deterg -17.3%, HCMV antiviral 14.2, LmPK inh -4.2%, Sm TGR inh 1.6% and TbPYK inhibitor 7.4%.
`COc1ccc(NC(=O)CSc2ccccn2)cc1OC` gave AmpC inh detg -0.7%, AMA1 RON2 block 3.6%, HCMV antiviral 8.6, LmPK inh -3.4%, Sm TGR inh 2.3% and TbPYK inhibitor 0.5%.
Screening COc1ccc(C(=O)NNC(=O)Cc2nc3nc(C)cc(C)n3n2)cc1 returned AmpC inh detg 4.5%, AMA1 RON2 block 131.6%[activator], AmpC no deterg -8.7%, HCMV antiviral -25.8, LmPK inh 6.0%, Sm TGR inh 0.9% and TbPYK inhibitor 0.5%.
Screening CC1CCCCC12NC(=O)N(CC(=O)NCCc1ccccc1)C2=O (centres undefined) returned AMA1 RON2 block 17.1%, AmpC no deterg -7.3%, HCMV antiviral -0.3 and TbPYK inhibitor -7.2%.
COc1ccc(Cl)cc1C(=O)NNC(=O)CCNS(=O)(=O)c1ccccc1 was read as AMA1 RON2 block 45.2%[activator], AmpC no deterg -7.8%, HCMV antiviral 32.3 and TbPYK inhibitor 2.0%.
`CC(C)[C@H](NC(=O)c1ccc(F)cc1)C(=O)NC1=NCCS1` gave AmpC inh detg -4.7%, AMA1 RON2 block 0.0%, AmpC no deterg -11.4%, HCMV antiviral 111.7, LmPK inh -26.4%, Sm TGR inh -2.6% and TbPYK inhibitor 5.3%.
Screening CCN(CC)CCNC(=O)c1ccc(NC(=O)c2cccc(-n3cnnn3)c2)cc1 returned AmpC inh detg -19.3%, AMA1 RON2 block 2.1%, AmpC no deterg -25.0%, HCMV antiviral -17.5, Sm TGR inh -0.4% and TbPYK inhibitor -3.8%.
`OC[C@@H]1[C@@H](c2ccc(Cl)cc2)C(c2cccc(Cl)c2)=NN1c1ccccc1` gave AMA1 RON2 block 95.3%[activator], AmpC no deterg -35.8%, HCMV antiviral -12.8 and TbPYK inhibitor 2.9%.
For COc1ccccc1NC(=O)NCCN1CCN(C(=O)Nc2ccccc2OC)CC1 the results were AmpC inh detg 8.3%, AMA1 RON2 block -11.3%, AmpC no deterg 0.0%, HCMV antiviral 3.8, LmPK inh 9.2%, Sm TGR inh 6.6% and TbPYK inhibitor 2.9%.
CCc1ccc2c(c1)C(=O)CCC2 was read as AMA1 RON2 block -7.6%, HCMV antiviral -19.0 and TbPYK inhibitor 4.6%.
Screening Cc1ccc(C)c(N2CCN(C(=O)CCC(=O)Nc3ccc4nc(N5CCCCC5)cc(C)c4c3)CC2)c1 returned AmpC inh detg 4.2%, HCMV antiviral 10.6, Sm TGR inh 2.6% and TbPYK inhibitor -2.0%.
Screening CCn1ncc(Br)c1C(=O)Nc1ccc(F)cc1F returned AmpC inh detg -1.3%, AMA1 RON2 block 6.2%, AmpC no deterg 0.316µM*, HCMV antiviral inconclusive, LmPK inh 7.4%, Sm TGR inh 2.9% and TbPYK inhibitor -2.6%.
`CC1(C)CC(=O)C(C=NCCN2CCN(C(=O)c3ccc(Br)cc3)CC2)=C(O)C1` gave AmpC inh detg 0.6%, AMA1 RON2 block 101.3%[activator], AmpC no deterg 66.5%[activator], HCMV antiviral 5.0, LmPK inh 3.0%, Sm TGR inh 28.2µM* and TbPYK inhibitor -6.7%.
CCC1Oc2ccccc2N(CC(=O)N2CC(C)CC(C)C2)C1=O (centres undefined) was read as AMA1 RON2 block 1.6%, HCMV antiviral -29.8 and TbPYK inhibitor -2.8%.
`COC(=O)[C@@]12CCCN1[C@H](c1ccc(-c3ccc4c(c3)OCO4)c(OC)c1)[C@H]1C(=O)N(C)C(=O)[C@H]12` gave AmpC inh detg 5.9%, AMA1 RON2 block -15.6%, AmpC no deterg 273.0%[activator], HCMV antiviral 13.7, Sm TGR inh -1.2% and TbPYK inhibitor 0.7%.
Screening COCCNC(=S)NC1CC2CCCC(C1)N2Cc1cccs1 (centres undefined) returned AmpC inh detg inconclusive, AMA1 RON2 block -6.9%, AmpC no deterg -21.8%, HCMV antiviral -5.5, LmPK inh -1.9%, Sm TGR inh 6.9% and TbPYK inhibitor 6.6%.
Screening O=c1oc2ccccc2cc1-c1nc(-c2ccccc2)no1 returned AmpC inh detg 2.9%, AMA1 RON2 block 8.0%, AmpC no deterg 13.6%, LmPK inh -11.8%, Sm TGR inh 9.1% and TbPYK inhibitor 4.3%.
Screening Fc1ccc(-[n+]2nc(Nc3ccccc3)sc2-c2c3ccccc3cc3ccccc23)cc1 returned AmpC inh detg 4.2%, AMA1 RON2 block inconclusive, AmpC no deterg -7.2%, HCMV antiviral -97.5*, LmPK inh 1.7%, Sm TGR inh -0.6% and TbPYK inhibitor 1.0%.
Screening C=CCN1C(=O)NC(=O)/C(=C/c2ccc(OC)c(CSc3ccccn3)c2)C1=O returned AmpC inh detg -10.4%, AMA1 RON2 block 0.0%, AmpC no deterg -26.7%, HCMV antiviral 10.7, LmPK inh 2.8%, Sm TGR inh inconclusive and TbPYK inhibitor -26.0%.
Screening Cc1ccc(NC(=O)CN2CCC(NC(=O)Cc3ccccc3)CC2)cc1C returned AmpC inh detg 0.6%, AMA1 RON2 block 7.5%, AmpC no deterg 67.8%[activator], HCMV antiviral 27.3, LmPK inh 1.9%, Sm TGR inh 21.5% and TbPYK inhibitor -12.3%.
Cc1[nH]c2ccccc2c1/C=N/Nc1nc(Nc2ccccc2)nc(N2CCOCC2)n1 was read as AmpC inh detg -11.6%, AMA1 RON2 block 32.1%[activator], AmpC no deterg 1.2%, HCMV antiviral -99.4*, LmPK inh -0.5%, Sm TGR inh 1.4% and TbPYK inhibitor 0.0%.
For O=C(c1ccc(-c2nnc(Nc3cccc(Cl)c3)c3ccccc23)cc1)N1C[C@H]2C[C@H](C1)c1cccc(=O)n1C2 the results were AmpC inh detg 2.2%, AMA1 RON2 block -20.6%, AmpC no deterg 128.1%[activator], HCMV antiviral -11.7, LmPK inh 1.2%, Sm TGR inh 4.1% and TbPYK inhibitor -0.4%.
`O=C(Cn1c(=O)n(Cc2nc(-c3ccccc3)no2)c(=O)c2ccccc21)Nc1cccc(Cl)c1` gave AmpC inh detg 19.3%, HCMV antiviral -3.5, Sm TGR inh -2.6% and TbPYK inhibitor -0.8%.
For O=C(Cc1ccc(F)cc1)N/N=C/c1ccncc1 the results were AmpC inh detg inconclusive, AMA1 RON2 block 0.9%, AmpC no deterg -29.8%, HCMV antiviral 8.9, LmPK inh 4.2%, Sm TGR inh -1.0% and TbPYK inhibitor 0.1%.
For O=C(NCc1ccccc1)c1nnc(Cc2cccc(F)c2)o1 the results were AmpC inh detg 26.8%, HCMV antiviral -7.8, Sm TGR inh -9.2% and TbPYK inhibitor -1.4%.
`CCNC(=O)C1(C)CCCN(Cc2noc(-c3c(C)noc3C)n2)C1` (centres undefined) gave AMA1 RON2 block -4.7%, HCMV antiviral -10.8 and TbPYK inhibitor -0.5%.
c1ccc(-n2nnnc2Sc2n[nH]c(-c3ccncc3)n2)cc1 was read as AmpC inh detg inconclusive, AMA1 RON2 block 9.3%, AmpC no deterg -26.5%, HCMV antiviral 13.2, LmPK inh 3.0%, Sm TGR inh 3.7% and TbPYK inhibitor -18.9%.
